High-throughput results: PubChem, National Center for Advancing Translational Sciences (NCATS)
KDM5B inhibitor = KDM5B demethylase inhibition | 220,000 tested, 2.6% active | Potency, µM (titrated, usually from 57.7 µM), inactives show top-dose activity change, negative = inhibition, most hits filed as inhibitors | KDM5B demethylase, FDH-coupled NADH fluorescence (FDH is formaldehyde dehydrogenase) | Q9UGL1; active = well fitted inhibition curve with a large enough effect; inconclusive = small, poorly fitted or top-dose-only effect; inactive = no such curve, though single readings can be large or run the other way; also: 0% is about no effect; nearly all actives have a fitted effect of over 70% in size
Target sequence (Q9UGL1 whole entry, looked up): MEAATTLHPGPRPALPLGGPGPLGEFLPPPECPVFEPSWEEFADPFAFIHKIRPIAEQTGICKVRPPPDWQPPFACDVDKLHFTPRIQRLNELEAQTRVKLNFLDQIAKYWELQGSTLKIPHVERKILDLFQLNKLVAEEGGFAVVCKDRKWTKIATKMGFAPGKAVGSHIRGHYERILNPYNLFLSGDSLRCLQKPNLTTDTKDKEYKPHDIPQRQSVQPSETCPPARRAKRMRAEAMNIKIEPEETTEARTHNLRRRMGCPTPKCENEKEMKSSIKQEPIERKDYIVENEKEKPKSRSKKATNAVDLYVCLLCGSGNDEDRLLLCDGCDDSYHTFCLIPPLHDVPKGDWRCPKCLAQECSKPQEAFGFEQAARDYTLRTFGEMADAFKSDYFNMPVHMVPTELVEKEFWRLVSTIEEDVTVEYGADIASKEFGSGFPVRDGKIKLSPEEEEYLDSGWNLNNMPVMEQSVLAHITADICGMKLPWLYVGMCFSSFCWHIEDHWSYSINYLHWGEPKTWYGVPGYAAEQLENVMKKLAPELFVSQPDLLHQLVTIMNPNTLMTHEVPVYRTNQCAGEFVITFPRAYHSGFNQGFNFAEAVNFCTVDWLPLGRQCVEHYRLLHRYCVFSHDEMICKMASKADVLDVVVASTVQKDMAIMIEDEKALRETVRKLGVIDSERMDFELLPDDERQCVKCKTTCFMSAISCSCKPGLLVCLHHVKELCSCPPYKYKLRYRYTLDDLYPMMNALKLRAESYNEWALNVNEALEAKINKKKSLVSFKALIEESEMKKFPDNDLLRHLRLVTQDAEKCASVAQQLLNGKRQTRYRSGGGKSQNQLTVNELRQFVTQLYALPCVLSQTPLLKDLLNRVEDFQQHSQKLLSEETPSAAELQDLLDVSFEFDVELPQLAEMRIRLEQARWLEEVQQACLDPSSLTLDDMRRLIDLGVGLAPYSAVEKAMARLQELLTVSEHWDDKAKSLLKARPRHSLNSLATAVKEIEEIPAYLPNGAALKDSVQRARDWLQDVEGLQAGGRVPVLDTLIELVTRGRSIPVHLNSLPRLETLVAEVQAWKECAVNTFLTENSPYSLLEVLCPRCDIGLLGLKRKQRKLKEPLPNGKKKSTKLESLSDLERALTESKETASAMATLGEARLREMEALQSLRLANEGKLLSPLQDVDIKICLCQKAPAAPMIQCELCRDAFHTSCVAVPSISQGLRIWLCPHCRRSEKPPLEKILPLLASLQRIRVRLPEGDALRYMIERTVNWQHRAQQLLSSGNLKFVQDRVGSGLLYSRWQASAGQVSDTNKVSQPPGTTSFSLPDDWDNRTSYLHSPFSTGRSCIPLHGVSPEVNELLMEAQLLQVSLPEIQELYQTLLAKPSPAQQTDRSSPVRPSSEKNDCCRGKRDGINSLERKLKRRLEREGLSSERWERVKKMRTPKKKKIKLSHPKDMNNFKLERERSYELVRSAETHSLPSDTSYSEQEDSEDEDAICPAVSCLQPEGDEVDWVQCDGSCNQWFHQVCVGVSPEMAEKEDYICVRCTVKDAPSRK
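Measured: NADH fluorescence change, 30 min, RT. System: KDM5BΔAP 200 nM final, H3K4me3 peptide, α-KG, Fe(II), ascorbate, NAD⁺ plus FDH, pH 7.5 HEPES. Compounds: titrated, 10 min pre-incubation with enzyme.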
An asterisk follows results filed as active; i = inactive; ? = inconclusive; [ ] = another dose, or the depositor's remark. Potency is read from the fitted curve at half-maximal effect.

KDM5B inhibitor	canonical_smiles
-19.9%	CCOc1ccc(N(CC)S(=O)(=O)N2CCCC(C(=O)NCc3ccccc3Cl)C2)cc1 (configuration not stated)
?	Cc1cc(Nc2cccc(Cl)c2)nc2ccc(NC(=O)c3cncc(Br)c3)cc12
1.0%	CCN1C(=O)N/C(=C/c2cn(CC)c3ccccc23)C1=O
-28.6%	CCCCN(CCCC)CCCNC(=O)c1ccc2nc(N3CCCCC3)sc2c1
?	Cn1c(=O)c(C(=O)O)nn(-c2ccccc2)c1=O
?	c1ccc(COC2CCN(c3nccc(-c4cccnc4)n3)CC2)nc1
-0.3%	Cc1nc(-c2ccc(C)c(S(=O)(=O)N3CCCCC3C)c2)cs1 (configuration not stated)
-1.9%[115 µM]	CC(=O)NCCCC(=O)N1Cc2ccccc2OC2(CCN([S+](C)(=O)[O-])CC2)C1
2.3%	CC(C)c1ccc(CNC(=O)CCC2CCN(C(=O)c3ccccc3F)CC2)cc1
-4.5%	COCc1ccc2c(c1)c(OC(C)(C)C(=O)NCc1ccncc1)nn2Cc1ccccc1
-7.4%	CCOc1ccc(-c2cc3c(=O)n(CC(=O)NCc4ccc(Cl)cc4)ccn3n2)cc1
-2.5%	CCNS(=O)(=O)c1cc(-c2nn(C)c(=O)c3ccccc23)ccc1C
-24.4%	O=C(c1cc(F)c(F)c(F)c1)N1CCC2(CCCNC2)C1 (configuration not stated)
188.2%[activator]	N#Cc1nc(-c2ccc(S(=O)(=O)N3CCCC3)cc2)oc1NCCCn1ccnc1
-5.2%	CCNC(=O)c1cccnc1OC1CCN(C(=O)c2cccc(Cl)c2)C1 (configuration not stated)
-22.1%	O=C1Nc2ccccc2CC12CCN(Cc1ccccc1C(F)(F)F)C2 (configuration not stated)
?	Cc1ccc(S(=O)(=O)c2c(Nc3cc(F)ccc3F)sc(C(=O)c3ccc(F)cc3)c2N)cc1
?	N#C/C(=C\c1c(Oc2ccccc2F)nc2ccccn2c1=O)C(=O)NC1CCS(=O)(=O)C1 (configuration not stated)
14.3%	CC(C)c1ccc(-c2nc(C(N)=O)c3c(n2)n(-c2ccc4c(c2)OCO4)c(=O)n3C)cc1
22.1%	Cc1cc(=O)n(CC(=O)N2CCCC(C)(Cc3ccc4c(c3)OCO4)C2)nc1C (configuration not stated)
?	Cc1cc(C(=O)OCC(=O)NC(C)c2ccccc2)c2ccccc2n1 (configuration not stated)
-20.9%	COc1cc([C@@H]2c3cc4c(cc3[C@H](O)[C@@H](CO)[C@@H]2C(=O)NCC2CC2)OCO4)cc(OC)c1OC
-6.7%	CCN(CC)CC(=O)NC(C)(C#N)C1CC1 (configuration not stated)
-10.7%[86.2 µM]	COc1ccc(-c2noc([C@@H]3C[C@@H](O)CN3Cc3ccc(C)cc3)n2)cc1
-11.6%[86.2 µM]	COc1ccc(CNC[C@H]2Cn3c(-c4ccc(Cl)cc4)cnc3CO2)cc1
-10.4%	CCOC(=O)c1sc2ccccc2c1S(=O)(=O)N1CCN(c2cccc(C)c2)C(C)C1 (configuration not stated)
12.9%	Cc1c(-c2ccccc2)oc2c(C(=O)OCC(=O)NCC3CCCCC3)cccc2c1=O
-16.1%	Cc1cc(CN2CCc3n[nH]c(=O)n3CC2)n(C)n1
40.4%[activator][149 µM]	COc1ccc(OC2CN(Cc3ccnn3C)C2)cc1
-7.7%	CCCCCn1c(=O)[nH]c2cc(C(=O)Nc3cc(C)cc(C)c3)ccc2c1=O
1.9%	[O-][n+]1cn(Cc2ccccc2)c2ccccc21
14.6%	COc1ccccc1CN(Cc1ccccc1OC)[C@H]1C[C@@H](Cc2cc(CN3CCOCC3)on2)C1(C)C
2.3%	O=C(OCc1ccc([N+](=O)[O-])cc1)c1c2c(nc3ccccc13)CCC2
23.2%	Cc1cc(C)n(CC(=O)N2CCCC(N3CCN(c4ccccc4C)CC3)C2)n1 (configuration not stated)
11.8%	CCOc1ccc2c(c1)c(C(C)=O)c(C)n2-c1cccc(Cl)c1
?	Cc1ccccc1NC(=O)C1CC(=O)N(c2n[nH]c3cc(Br)ccc23)C1 (configuration not stated)
-12.9%	CCOc1cc(C(=O)Nc2ccccc2N2CCOCC2)ccc1OCC(=O)N1CCOCC1
-16.3%	COC(=O)c1ccccc1NC(=O)CSc1nc2ccccc2nc1Cc1ccc(F)cc1
10.2%	COc1ccc(/C=N/NC(=O)c2cccnc2)cc1CSc1ccccn1
3.3%	Cc1nn2c(=O)cc(COC(=O)c3cccc(NC(=O)c4ccc(C(C)(C)C)cc4)c3)nc2s1
-49.9%	O=C(Cn1c(=O)n(CC2CCC(C(=O)NCCc3ccccc3)CC2)c(=O)c2ccccc21)Nc1ccccc1 (configuration not stated)
5.9%	CCc1ccc(C2C(C(=O)c3ccc(C)cc3)=C(C(=O)OC)Nc3nnnn32)cc1 (configuration not stated)
9.7%	CCNC(=O)N1CCOc2ccc(CCC(=O)N3CCCCC3c3cccnc3)cc2C1 (configuration not stated)
-14.6%	Cc1noc(C)c1CC(=O)NCC1Cn2cccc2C(=O)N1CC(C)C (configuration not stated)
?	Cc1c(C(=O)Nc2ccc(F)cc2F)oc2c1-c1nn(Cc3c(F)cccc3Cl)cc1CC2
-16.6%	CNC(=O)c1cccc2c1CCN2C(=O)Nc1ccc(F)cc1
-14.9%	Cc1ccccc1Oc1c(CCC(=O)N2CCSCC2)c(C)nn1-c1ccccc1C
?	CNC(=O)Cn1c(C)cc(=O)c2cccc(OC)c21
-5.0%	C/C(=N\NC(=O)C1CC1)c1ccccn1
-28.8%	O=C(COC(=O)c1ccc2ccccc2n1)Nc1ccccc1OC(F)F
0.1%	Cc1ccccc1C(C(=O)NCc1nc(-c2ncccn2)no1)N(C)C (configuration not stated)
20.4%	Cc1ccc(C(=O)NC(C)c2ccc(C(F)(F)F)cc2)cn1 (configuration not stated)
4.9%	O=C(CSc1nnc(-c2ccc(Cl)cc2)n1CC1CCCO1)Nc1ccc2c(c1)OCCO2 (configuration not stated)
?	Clc1ccc2c(c1)-c1c(cnc3cc(-c4ccccc4)nn13)CO2
8.2%	CC12CN3CC(c4ccccc4)(CN(C1)C3c1ccc(Cl)cc1)C2=O (configuration not stated)
-0.2%	COc1ccccc1N1CCN(C(=O)c2nn(C)c3c2CS(=O)(=O)c2ccccc2-3)CC1
22.2%	O=C(NC1(c2ccc(F)cc2)CCC1)c1ccccn1
25.1µM*	COc1ccc(CCc2nc3nccc(-c4ccc(OC)cc4)n3n2)cc1
-4.5%	Cc1ccc(C(=O)/C=C/c2ccc(-c3cccc(Cl)c3Cl)o2)cc1
-2.7%	Cc1cn2c(=O)c(S(=O)(=O)Nc3ccc(Br)cc3)c(C)nc2s1

Records listed so far shown as hits in KDM5B inhibitor:
KDM5B inhibitor	canonical_smiles
25.1µM*	COc1ccc(CCc2nc3nccc(-c4ccc(OC)cc4)n3n2)cc1

Later entries:
KDM5B inhibitor	canonical_smiles
-29.1%	CCSc1ncc(Cl)c(C(=O)Nc2ccc(S(N)(=O)=O)cc2)n1
9.1%	CCOc1ccccc1CN1C[C@@H](CO)[C@H](NC(=O)C2CC2)C1
9.3%	CCOc1ccccc1NC(=O)N1CCCCCCNC(=O)[C@H]2CCC[C@H]21
-7.5%	CCc1cccc(OC2CN(C(=O)C3CCCN(CC(N)=O)C3)C2)c1 (configuration not stated)
14.1µM*	COc1cc(O)ccc1CN1CCn2nnc(CCC(=O)N3CCCC3)c2C1
-7.7%	Cc1cc(C(=O)CSc2nnc(COc3ccc(Cl)cc3)n2C)c(C)n1CC1CCCO1 (configuration not stated)
33.7%[activator]	CC(C)c1cc(C(=O)N2C[C@@H](C)[C@](O)(C3CC3)C2)nc2ncnn12
-12.9%	Fc1ccccc1NC(=S)NCCc1c[nH]c2ccccc12
4.0%	CO[C@H]1[C@H](NC(=O)c2noc3c2CCCC3)c2ccccc2C12CCNCC2
14.6%[86.2 µM]	CN1C[C@H](N(C)C)CCC[C@@H](C(=O)NCc2cc(F)cc(F)c2)CC1=O
6.1%	c1cncc(-c2noc(CCc3nc(C4CCOC4)no3)n2)c1 (configuration not stated)
5.1%	O=[N+]([O-])c1cccc(CON=C2CCC3(CC2)OCCO3)c1
?	CCc1ccc(C(CNC(=O)c2nccnc2N)N(C)C)cc1 (configuration not stated)
?	CC(C)Oc1cccc(-c2cc(C(=O)N3CCN(c4ncccn4)CC3)c3ccccc3n2)c1
-36.1%	COc1ccccc1NC(=O)c1cnn(-c2ccccc2)c1-n1cccc1

3 entries already listed, ordered by molecular weight, lowest first:
KDM5B inhibitor	canonical_smiles
-12.9%	Fc1ccccc1NC(=S)NCCc1c[nH]c2ccccc12
9.1%	CCOc1ccccc1CN1C[C@@H](CO)[C@H](NC(=O)C2CC2)C1
-29.1%	CCSc1ncc(Cl)c(C(=O)Nc2ccc(S(N)(=O)=O)cc2)n1

Some values from the list:
`Cc1cc(C(=O)CSc2nnc(COc3ccc(Cl)cc3)n2C)c(C)n1CC1CCCO1` (configuration not stated) | KDM5B inhibitor = -7.7%
`CC(C)c1cc(C(=O)N2C[C@@H](C)[C@](O)(C3CC3)C2)nc2ncnn12` | KDM5B inhibitor = 33.7%[activator]
`O=[N+]([O-])c1cccc(CON=C2CCC3(CC2)OCCO3)c1` | KDM5B inhibitor = 5.1%
`CN1C[C@H](N(C)C)CCC[C@@H](C(=O)NCc2cc(F)cc(F)c2)CC1=O` | KDM5B inhibitor = 14.6%[86.2 µM]
`COc1cc(O)ccc1CN1CCn2nnc(CCC(=O)N3CCCC3)c2C1` | KDM5B inhibitor = 14.1µM*
`COc1ccccc1NC(=O)c1cnn(-c2ccccc2)c1-n1cccc1` | KDM5B inhibitor = -36.1%

Remaining list, next part
KDM5B inhibitor	canonical_smiles
-9.5%	COc1ccc2c(Sc3ccc(C)cc3)c(C(=O)NCc3ccc(F)cc3)[nH]c2c1
14.0%	COc1cccc(NC(=O)N[C@H]2CCN(C(=O)c3cnccn3)[C@@H]2C(=O)N[C@@H](Cc2cccs2)C(N)=O)c1
-18.4%[86.2 µM]	Cc1cc(OCCN2CCOCC2)c(C)c2c1CC[C@@H]([C@H](C)C(=O)N1CCCCC1)C2
?	COC[C@@H]1CN(Cc2ccc[nH]2)C[C@H]1c1ccncc1
i	CCCc1noc(-c2ccn3c(CNC(=O)c4cc5ccccc5[nH]4)nnc3c2)n1
22.9%	CC(Sc1ccc2ccccc2n1)C(=O)Nc1ccc(C(F)(F)F)cc1 (configuration not stated)
-10.0%	COc1ccc(NC(=O)Cn2c(SCc3ccc(F)cc3)nc3cccnc32)cc1OC
?	O=C(CCC(=O)N1CC2CCCN2c2ccccc21)NCc1ccc(F)cc1 (configuration not stated)
-29.1%	COCCCNC(=O)C1CCN(c2nnc(-n3cccc3CNc3ccc(C)cc3)s2)CC1
-18.5%	Cc1ccc(CNC(=O)c2nnc(Cc3ccc(Cl)cc3)o2)cc1
-15.2%	COc1cc(SC)ccc1C(=O)N[C@H]1C[C@@](O)(C(=O)N[C@H](C)C(N)=O)C[C@@H](O)[C@@H]1O
?	N#CC[C@@H](NC(=O)C1=C[C@@H](N)[C@@H](O)[C@H](O)C1)C(N)=O
-16.6%	COc1ccccc1NC(=O)C1c2ccccc2C(=O)N(Cc2ccccc2)C12CCCC2 (configuration not stated)
-11.0%	CCCn1c(N)c(C(=O)CSc2cc(C)c3ccccc3n2)c(=O)[nH]c1=O
-1.0%	CCCSc1nn(CCN(C)C)c2nc3sc4c(c3c(=O)n12)CCCC4

Reprinted at random: two records from the list
KDM5B inhibitor	canonical_smiles
-16.6%	COc1ccccc1NC(=O)C1c2ccccc2C(=O)N(Cc2ccccc2)C12CCCC2 (configuration not stated)
-29.1%	COCCCNC(=O)C1CCN(c2nnc(-n3cccc3CNc3ccc(C)cc3)s2)CC1

Carrying on.
KDM5B inhibitor	canonical_smiles
8.0%	COc1ccc(N(CC(=O)NCc2ccccc2Cl)S(=O)(=O)c2c(C)nn(C)c2C)cc1
6.1%	O=C(CSc1nnc(C2CC2)n1C1CC1)Nc1ccc(Cl)c(S(=O)(=O)N2CCCCC2)c1
7.94µM*	c1ccc(-c2cc3c(ccn3Cc3ccncc3)c(N3CCOCC3)n2)cc1
-18.1%	Cc1cccc(C(=O)N2CCc3c(nc(-c4ccncc4)nc3N(C)C)C2)c1
-15.9%	CSc1cccc(NC(=O)CN2C(=O)COc3ccc(S(=O)(=O)N4CCC(C)CC4)cc32)c1
-15.2%	COc1cc(OC)cc(C(=O)N2CCCN(C)c3ccccc32)c1
-8.7%[115 µM]	Cc1noc(C)c1C(=O)N1CCN(S(=O)(=O)c2ccc(Cl)nc2)C(=O)C1
?	CCOc1ccc(CNCc2c(C(=O)O)n(Cc3ccc(C)cc3)c3cc(C)ccc23)cc1
?	Cc1cc(C)cc(C(=O)NCc2nnc3c(-c4nc(C)no4)cccn23)c1
-1.5%	CCOc1cccc(-c2nnc(CCC(=O)N3CCC(Cc4ccccc4)CC3)c(=O)[nH]2)c1
-7.4%	O=C1CCCC2=C1C(c1ccco1)c1c(ncn3nc(-c4ccco4)nc13)O2 (configuration not stated)
74.5%[activator]	COc1ccc2nc(NC(=O)c3ccc(NC(=O)C4CCCO4)cc3)sc2c1 (configuration not stated)
-5.0%[86.2 µM]	COc1cccc(CN2CC[C@H](c3nc4ccccc4[nH]3)C2)c1
-28.7%	COC(=O)c1ccc(NC(=O)N2CC3CN(C(C)C)CC(C2)O3)cc1
30.2%[activator]	O=S(=O)(c1ccccc1)N(C1CC1)C1CCN(c2ncncn2)CC1
-7.6%	Cc1cc(C)cc(NC(=O)c2csc3c2CCCCC3)c1
18.9%	CCc1cccc(C)c1NC(=O)CCNC(=O)c1cccc(C)c1
31.9%[activator]	CC(C)CN1CC(C(=O)NCc2nc(-c3ccccc3)no2)CC1=O (configuration not stated)
?	COc1ccc(-c2cc3ccc(O)c(CN4CCOCC4)c3oc2=O)cc1
?	CCS(=O)(=O)N1CCN(c2ccc(N3CCCCC3)nn2)CC1
46.0%[activator]	COc1ccc(Nc2cc(C(=O)NCCc3ccc(C)cc3)c3ccccc3n2)c(OC)c1
-17.1%	NC(=O)N1CCCC(C(=O)NCCS(=O)(=O)c2ccc(F)cc2)C1 (configuration not stated)

Not all compounds are listed; the hit share may differ from the screen's.
